HTT ATP protect – cytoprotection in Huntington HTT-Q103 PC12 cell model | PC12 HTT-Q103 induced, cytoprotection, ATP luminescence, 40 h | Potency, µM (top dose mostly 56.4 µM), inactives show cytoprotection (ATP increase), hits mostly activators | 230,000 tested, 0.14% active;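 also: % of control where 0% means no effect; nearly all actives have a fitted effect of over 45% in size; toxic huntingtin expression switched on by the ecdysone agonist tebufenozide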
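Compounds were screened for protection of PC12 cells against cell death after tebufenozide induction (100 nM final) of mutant Huntingtin exon 1 (Q103) fused to GFP.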
TR SRC2 fluor cs – Texas Red fluorescence interference in TRb-SRC2 counter-screen; TRb/SRC2 Texas Red total fluorescence interference; Potency, µM (doses to about 106 µM), for inactives: top-dose fluorescence change, negative = quenching; 280,000 tested, 0.29% active; active = well fitted curve in either direction with a large enough effect; inconclusive = small, poorly fitted or top-dose-only effect; also: % is scaled to controls: 0 for no effect and ±100 for the full control effect
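Human TRb ligand-binding domain at 0.6 uM with 20 nM Texas Red SRC2 peptide in Tris buffer containing 1 uM T3 and 5% DMSO, incubated with compound 5 h at ambient temperature. Total fluorescence (555/632 nm) calculated as parallel + 2 × perpendicular.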
L3MBTL1 inh – blocks human L3MBTL1; Q9Y468; AlphaScreen L3MBTL1–H3K9me1 peptide binding; Potency, µM (doses to about 57.1 µM), for inactives: at the highest dose activity, negative = inhibition, usual class: inhibitors; 230,000 tested, 0.66% active; AID 485360; also: % is scaled to controls: 0 for no effect and ±100 for the full control effect; nearly all actives have a fitted effect of over 60% in size
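AlphaScreen assay: L3MBTL1 (50 nM final) was preincubated 30 min at room temperature with biotinylated H3(1-15)K9me1 peptide (75 nM final), then 30 min with library compounds; streptavidin donor and nickel chelate acceptor beads (10 ug/mL final) added, 30 min dark.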
Tau ThT inhib – blocks human tau fibril formation measured by thioflavin T; P10636; recombinant tau K18 P301L, heparin-induced fibrillization, ThT fluorescence; Potency, µM (top dose mostly 57.4 µM), for the others: top-dose activity, negative = inhibition, hits mostly inhibitors; 270,000 tested, 2.1% active; AID 1460; also: % is scaled to controls: 0 for no effect and ±100 for the full control effect; nearly all actives have a fitted effect of over 55% in size
Target sequence (P10636 561-689 P618L limits assumed): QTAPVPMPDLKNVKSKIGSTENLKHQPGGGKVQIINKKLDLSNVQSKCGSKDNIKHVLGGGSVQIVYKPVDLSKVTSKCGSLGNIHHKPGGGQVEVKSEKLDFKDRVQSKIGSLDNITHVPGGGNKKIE
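Tau K18 P301L fragment (15 uM unlabeled plus 0.24 uM Alexa 594-labeled) in 100 mM sodium acetate pH 7 with compound, fibrillization induced by 20 uM heparin for 6 hr at 37 C. Thioflavin T (30 uM) added, fluorescence read after 1 hr (ex 450, em 510 nm).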
RECQ1 inh – inhibitors of human RECQ1 DNA helicase. 240,000 tested, 0.54% active. P46063. AID 2549. Potency, µM (highest dose often 57.3 µM), without a hit: at the top dose activity, negative = inhibition, most hits filed as inhibitors. RECQ1 DNA unwinding, red fluorescence kinetic read;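 also: plate controls were vehicle for no effect and no enzyme for full effect; nearly all actives have a fitted effect of over 30% in size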
Target sequence (P46063 whole entry, looked up): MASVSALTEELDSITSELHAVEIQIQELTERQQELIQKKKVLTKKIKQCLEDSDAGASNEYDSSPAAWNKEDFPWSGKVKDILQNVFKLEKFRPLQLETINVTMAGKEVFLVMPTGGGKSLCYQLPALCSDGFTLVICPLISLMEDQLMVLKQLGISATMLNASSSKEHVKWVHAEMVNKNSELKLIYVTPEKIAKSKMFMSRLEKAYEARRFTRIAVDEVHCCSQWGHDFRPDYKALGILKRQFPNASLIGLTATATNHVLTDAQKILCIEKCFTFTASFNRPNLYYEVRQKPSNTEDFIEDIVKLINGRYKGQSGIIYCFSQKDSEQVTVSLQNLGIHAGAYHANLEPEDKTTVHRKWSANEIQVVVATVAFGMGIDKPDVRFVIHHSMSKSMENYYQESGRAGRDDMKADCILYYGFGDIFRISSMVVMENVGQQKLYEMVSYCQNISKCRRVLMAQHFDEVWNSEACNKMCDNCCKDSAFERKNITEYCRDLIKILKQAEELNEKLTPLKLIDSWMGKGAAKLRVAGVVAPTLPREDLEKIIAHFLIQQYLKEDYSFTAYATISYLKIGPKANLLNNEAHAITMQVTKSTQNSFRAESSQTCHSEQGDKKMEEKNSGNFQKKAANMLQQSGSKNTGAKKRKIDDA
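50 nM RECQ1T1 preincubated 15 min with compound in Tris pH 8.0 buffer with MgCl2, DTT, Tween-20 and 2.5 ug/ml poly(dI-dC); started with 200 nM TAMRA/BHQ-2 forked duplex and 2 mM ATP. Unwinding read as fluorescence (525/598 nm), two reads 2 h apart.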
Tau fibril FP – blocks human tau fibril formation measured by polarization; 280,000 tested, 0.39% active; K18 P301L tau heparin fibrillization, Alexa594 FP, 6 h; Potency, µM (highest dose often 57.7 µM), without a hit: at the highest dose activity, negative = inhibition, actives largely listed as inhibitors; also: % is scaled to controls: 0 for no effect and ±100 for the full control effect; nearly all actives have a fitted effect of over 55% in size
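K18 P301L tau (15 uM unlabeled/0.24 uM Alexa 594-labeled, final) + compound + heparin 20 uM final; 100 mM NaOAc pH 7; 6 hr 37 C; ThT 30 uM final added, 1 hr RT; FP ex 555/em 632 nm.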
TRb SRC2 PPI – TRbeta-SRC2 interaction inhibition; P10828; TRbeta-SRC2 peptide binding, fluorescence polarization; receptor liganded with 1 µM T3; Potency, µM (doses to about 106 µM), for inactives: at the top dose activity change, negative = inhibition, most hits filed as inhibitors; 280,000 tested, 0.065% active; AID 1469;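 also: plate controls were bound peptide for no effect and peptide without receptor for full effect; nearly all actives have a fitted effect of over 50% in size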
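Human TRb LBD (0.6 uM) plus Texas Red-labeled SRC2 peptide (20 nM), 1uM T3, 5% DMSO, 5 hr at ambient temperature. Decreased polarization (555/632 nm) flags inhibition; data normalized to free and bound peptide controls.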
Tau fluor cs – counter-screen for tau fibril formation inhibitors; tau K18 P301L (four-repeat tau fragment) Alexa594 fluorescence, heparin fibrillization; Potency, µM (highest dose often 57.7 µM), without a hit: top-dose activity change, negative = decrease; 280,000 tested, 0.93% active; also: % is scaled to controls: 0 for no effect and ±100 for the full control effect; nearly all actives have a fitted effect of over 55% in size
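Human K18 P301L tau (15 uM unlabeled plus 0.24 uM Alexa 594-labeled, final) in 100 mM sodium acetate pH 7 was mixed with compound and 20 uM heparin and incubated 6 hr at 37 C.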
An asterisk follows results filed as active; i = inactive; ? = inconclusive; / = not tested or not shown; [ ] = another dose, or the depositor's remark. Unless noted, calls follow the shape of the dose curve; as a rule, active = well fitted curve in the direction sought with a large enough effect; inconclusive = small, poorly fitted or top-dose-only effect, or another doubt; inactive = no such curve, though single readings can be large; an effect the other way counts as inactive or inconclusive. Potency is read from the fitted curve at half-maximal effect.

Values run as follows: HTT ATP protect	TR SRC2 fluor cs	L3MBTL1 inh	Tau ThT inhib	RECQ1 inh	Tau fibril FP	TRb SRC2 PPI	Tau fluor cs
1: Cc1cccc(/C=N/NC(=O)c2cc(-c3cccnc3)nc3c2c(C)nn3-c2ccccc2)c1
    -2%[1.9 µM]	4%	-10%	3%	-1%	?	-5%	?
2: CC1CCN(C(=O)C2CCC(C)(C(=O)O)C2(C)C)CC1 (stereo unspecified)
    -2%[10 µM]	-1%	2%	4%	-6%	1%	2%	7%
3: CCN1CCN(c2nc(-c3cccs3)nc3ccccc23)CC1
    -14%[10 µM]	-2%	-13%	4%	-4%	-1%	-2%	1%
4: CCOC(=O)N1CCC(NC(=O)CC(NS(=O)(=O)c2ccc(Cl)cc2)c2ccco2)CC1 (stereo unspecified)
    12%[10 µM]	3%	-3%	7%	-2%	-3%	3%	-1%
5: CCOC(=O)c1c(NC(=O)C(C)Oc2ccccc2F)sc(C(C)=O)c1C (stereo unspecified)
    /	-4%	/	-2%	/	-12%	5%	-5%
6: Nc1cccnc1-n1nc(C(F)(F)F)cc1C(F)(F)F
    -14%	-3%	?	4%	6%	2%	4%	-3%
7: COc1ccc(OC)c2c1sc(=NC(=O)CN1C(=O)CCC1=O)n2C
    -12%	-1%	/	-4%	-5%	-8%	2%	-10%
8: Cc1nc2sc3c(c2c(=O)n1/N=C/c1cccnc1)CCCC3
    -29%	2%	16%	?	0%	-7%	0%	-11%
9: CCCC(c1nnnn1C1CCCCC1)N1CCN(C2CCCC2)CC1 (stereo unspecified)
    18%	0%	/	-3%	4%	15%	-10%	5%
10: CN=C1C([N+](=O)[O-])=CC=C2C1=NC1(CCCCC1)N2O
    12%[10 µM]	-3%	-17%	-1%	3%	-1%	5%	-6%
11: O=c1[nH]c(CN2CCN(Cc3ccc4c(c3)OCO4)CC2)nc2ccccc12
    -15%[0.074 µM]	-8%	?	4%	-5%	6%	1%	6%
12: CSc1ccccc1NC(=O)c1ccc([N+](=O)[O-])cc1
    /	3%	-12%	?	19%	1%	1%	-5%
13: O=C1C2C3C=CC(C4CC34)C2C(=O)N1/N=C/c1cccs1 (stereo unspecified)
    /	-1%	-2%	-6%	-6%	-3%	8%	-14%
14: Cc1ccc(S(=O)(=O)NCc2ccccc2)cc1
    -38%[inhibitor][1.9 µM]	0%	34%[activator][2.29 µM]	-6%	-7%	7%	-6%	-6%
15: CC1(C)CCC=[N+]1[O-]
    14%[1.9 µM]	-8%	/	3%	-1%	7%	-1%	4%
16: Cc1cc(C)n(-c2ccc(C(=O)NCc3cccs3)cc2)n1
    -13%	-2%	-5%	-2%	-9%	-2%	0%	-6%
17: COc1ccc(OC)c(C(c2nnnn2CCc2ccccc2)N2CCN(c3ccccc3)CC2)c1 (stereo unspecified)
    14%[10 µM]	1%	-16%	-4%	i	8%	0%	-19%
18: CC(C)Sc1ncc(Cl)c(C(=O)Nc2nnc(C(C)C)s2)n1
    /	0%	/	1%	/	2%	15%	-6%
19: O=S(=O)(c1cccs1)N1CCN(CC(O)COc2cc(Cl)ccc2Cl)CC1 (stereo unspecified)
    6%[10 µM]	0%	-1%	-6%	-13%	9%	-2%	-19%
20: COc1cc2c(cc1OC)CN(C(=O)CCCN1C(=O)c3ccccc3C1=O)CC2
    -3%	-2%	-2%	-15%	7%	0%	5%	1%
21: O=C(/C=C/c1ccc(-c2ccccc2[N+](=O)[O-])o1)c1ccc(F)cc1
    -25%	-4%	-29%	?	-9%	-3%	-12%	-20%
22: Cc1ccc(F)cc1NC(=O)c1cnccn1
    -30%[inhibitor]	1%	/	-1%	-1%	-4%	3%	1%
23: CC1(C)CC(=O)C2=C(C1)Nc1cc3c(cc1C2c1ccc(F)cc1)OCO3 (stereo unspecified)
    -52%[inhibitor][1.9 µM]	-2%	-1%	-17%	i	16%	-9%	?
24: CS(=O)(=O)N1CCN(C(=O)COc2ccc3ccccc3c2)CC1
    12%[10 µM]	-2%	/	/	i	-6%	3%	-1%
25: O=S(=O)(Nc1nccs1)c1ccc(NS(=O)(=O)c2cccs2)cc1
    17%	-5%	9%	1%	8%	-4%	4%	1%
26: O=C(CCc1nc2ccccc2c(=O)[nH]1)NCc1cccc(Cl)c1
    -37%	0%	/	-10%	17%	6%	5%	-6%
27: CCc1ccc(C(=O)c2cn(CC(=O)Nc3ccc4c(c3)OCO4)c3ccc(CC)cc3c2=O)cc1
    /	1%	/	-5%	/	6%	4%	-28%
28: CC(C)c1ccc(C2CC(=O)c3cnc(N4CCc5ccccc5C4)nc3C2)cc1 (stereo unspecified)
    1%	-5%	-3%	-9%	i	5%	-7%	0%
29: O=C(O)Cc1ccc(NC(=S)Nc2cccc(Cl)c2Cl)cc1
    -5%[10 µM]	0%	6%	1%	i	0%	3%	1%
30: O=C(COc1ccc(Cl)cc1[N+](=O)[O-])N1CCCCCC1
    -3%[10 µM]	1%	6%	0%	i	2%	2%	3%
31: O=C1CCN(C(=S)NCc2ccccc2)CC1
    -10%	0%	4%	3%	i	6%	-5%	2%
32: COc1ccc(N(CC(=O)NCC2CCCO2)S(=O)(=O)c2ccc(C)cc2)cc1OC (stereo unspecified)
    13%	-2%	/	-6%	-10%	-3%	0%	-6%
33: CCCCN(CC)c1nc(N)c(C#N)c(CC#N)c1C#N
    12%	0%	/	?	i	1%	-1%	?
34: O=C(Nc1nc(-c2ccc(Cl)s2)cs1)c1ccccc1
    -20%	-3%	/	?	-18%	?	3%	?
35: O=C(Nc1ccc(Cl)cc1)N1CCN(c2ccccc2)CC1
    -19%[10 µM]	1%	17%	-17%	i	11%	8%	-26%
36: COc1cccc(N2CCN(Cc3nc(N)nc(N4CCCc5ccccc54)n3)CC2)c1
    -23%[0.074 µM]	-3%	/	?	?	15%	-6%	-8%
37: c1ccc(N/N=C(\Cc2ncc[nH]2)c2ccccc2)cc1
    1%	-1%	0%	?	-3%	-8%	-4%	?
38: CC1(C)CC(=O)c2sc(NS(=O)(=O)c3ccc(Br)cc3)nc2C1
    /	0%	7%	0%	19%	2%	0%	1%
39: CC1CC(C)CN(S(=O)(=O)c2ccc3c(c2)oc(=O)n3CC(=O)N2CCOCC2)C1 (stereo unspecified)
    -24%	1%	/	-4%	1%	7%	-1%	-4%
40: O=C(Nc1ccc(S(=O)(=O)N2CCOCC2)cc1)c1ccc2c(c1)OCO2
    -3%[10 µM]	-2%	/	/	i	-4%	0%	-18%

Fetched by structure from the list above, two records:
Values run as follows: HTT ATP protect	TR SRC2 fluor cs	L3MBTL1 inh	Tau ThT inhib	RECQ1 inh	Tau fibril FP	TRb SRC2 PPI	Tau fluor cs
39: CC1CC(C)CN(S(=O)(=O)c2ccc3c(c2)oc(=O)n3CC(=O)N2CCOCC2)C1 (stereo unspecified)
    -24%	1%	/	-4%	1%	7%	-1%	-4%
40: O=C(Nc1ccc(S(=O)(=O)N2CCOCC2)cc1)c1ccc2c(c1)OCO2
    -3%[10 µM]	-2%	/	/	i	-4%	0%	-18%

The results go on.
Values run as follows: HTT ATP protect	TR SRC2 fluor cs	L3MBTL1 inh	Tau ThT inhib	RECQ1 inh	Tau fibril FP	TRb SRC2 PPI	Tau fluor cs
41: Cc1ccc(NC(=O)CN(C)C(=O)c2nn(C)c(=O)c3ccccc23)cc1
    7%[10 µM]	1%	4%	-1%	i	2%	6%	0%
42: O=C(NN1C(=O)c2ccccc2NC1c1ccco1)c1ccccc1 (stereo unspecified)
    -18%	-1%	/	-6%	-1%	6%	5%	-4%
43: CNc1nc2c(C)cccn2c(=O)c1C=NCc1ccccc1
    -10%	-1%	/	-12%	-2%	1%	-13%	-3%
44: Cc1ccccc1Cn1ccc(NC(=O)CCSc2nc(-c3ccco3)cc(C(F)(F)F)n2)n1
    -11%	-2%	3%	0%	-7%	-5%	-4%	-20%
45: CCOC(=O)c1sc(NC(=O)CCN2CCOCC2)c(C(=O)OCC)c1C
    -13%[10 µM]	2%	7%	-2%	i	4%	6%	6%
46: Cc1nn(C)cc1CNC(=O)c1cc2n(n1)C(C(F)(F)F)CC(c1cccs1)N2 (stereo unspecified)
    -3%[10 µM]	0%	/	-3%	i	-1%	-6%	-1%
47: O=C1C=C(NCC2CCCO2)C2(CCCCC2)O1 (stereo unspecified)
    13%	1%	-1%	-1%	-6%	-4%	-3%	3%
48: CC(NC(=O)C1c2ccccc2Oc2ccccc21)C1CCCO1 (stereo unspecified)
    /	-4%	4%	0%	-3%	4%	2%	4%
49: Cc1nc2ccc(S(=O)(=O)N(C)CC(=O)Nc3ccc(C(C)C)cc3)cc2s1
    /	-1%	/	-15%	/	-3%	6%	-24%
50: COc1cc(OC)c(C(=O)Nc2cccc(C(C)=O)c2)cc1OC
    -5%[10 µM]	-1%	/	-21%	-1%	-10%	0%	-11%
51: Cc1ccc(Oc2nc(-c3ccccc3)ncc2S(C)(=O)=O)cc1
    0%	-4%	4%	-6%	-9%	-11%	-15%	-6%
52: CCc1c2c(nc3ccc(OC)cc13)OC(C)C2 (stereo unspecified)
    -55%[inhibitor]	-2%	/	-8%	-1%	-4%	-1%	-8%
53: C=CCN=C1S/C(=C\c2ccc(N(C)C)cc2)C(=O)N1CC=C
    5%[10 µM]	-6%	-7%	?	i	9%	8%	?
54: O=[N+]([O-])c1ccc(N2CCOCC2)cc1SCc1ccco1
    10%[10 µM]	0%	-16%	?	i	?	-2%	?
55: COc1c(Br)cc(Br)cc1/C=N/NC(=O)c1ccncc1
    5%[10 µM]	0%	-2%	-12%	-4%	?	-4%	-25%
56: O=C(Nc1cccc(Cl)c1)C1CCN(c2nc3ccccc3nc2C(F)(F)F)CC1
    /	-2%	/	-7%	/	-17%	3%	?
57: CCC(CC)c1nc2ccccc2c(=O)[nH]1
    12%[10 µM]	-6%	-3%	-11%	2%	1%	-3%	-7%
58: COc1ccc(C2C(C(=O)Nc3cc(OC)c(OC)c(OC)c3)c3ccccc3C(=O)N2C)cc1 (stereo unspecified)
    -112%[inhibitor]	0%	-2%	-1%	-7%	9%	-8%	-5%

Screening results as filed in PubChem BioAssay.

This is a subset, so the mix of outcomes need not match the whole.
